Source: PubChem BioAssay (Southern Research Specialized Biocontainment Screening Center)
VEEV TC-83 Vero = inhibitors of VEEV TC-83 cytopathic effect, confirmation, Vero cells (AID 588727); hit rate 0.13% among 350,000; inhibition, % at 20 µM, or IC50 in µM where a hit was titrated; Vero cells, VEEV TC-83 cytopathic effect inhibition; higher % means a stronger effect; in the data active means a potency from the dose series; inconclusive means inhibition mostly from about 14% at the one dose, without a potency; inactive means the rest, 99 in 100 with inhibition below about 12%; further: strong numbers were not always called active
influenza NS1A = H1N1 influenza NS1A inhibitors, functional cell based assay (AID 504329) | one-dose inhibition, % at 12.5 µM; IC50 in µM for titrated hits | hit rate 0.3% among 340,000 | NS1A functional cell-based assay, percent inhibition; higher % means a stronger effect; in the data active means a potency from the dose series; inconclusive means inhibition above about 27% without an active follow-up result; further: strong numbers were not always called active
H37Rv inhibition = M. tuberculosis growth inhibition, HTS (AID 449762); hit rate 0.59% among 330,000; inhibition, % at 25 µM, or IC50 in µM where a hit was titrated; M. tuberculosis H37Rv growth inhibition, 7H9 media; higher % means a stronger effect; in the data active means a potency from the dose series; inconclusive means inhibition above about 70% without an active follow-up result;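 further: bacterial growth assessed after seven days of incubation; strong numbers were not always called active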
PhoP GFP inhibition = PhoP regulon inhibitors, Salmonella typhi PhoP promoter GFP reporter, confirmatory (AID 1850) | Salmonella Typhi PhoP-promoter GFP reporter, fluorescence, 4 h; higher % means a stronger effect | one-dose inhibition, % at 50 µM; IC50 in µM for titrated hits | hit rate 0.33% among 310,000; in the data active means a potency from the dose series; inconclusive means inhibition mostly from about 25% at the one dose, without a potency; inactive means the rest, 99 in 100 with inhibition below about 19%;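 further: 0% = induced wells with vehicle and 100% = uninduced wells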
M. tuberculosis = growth inhibition of non-replicating M. tuberculosis (AID 488890). Mycobacterium tuberculosis non-replicating, growth inhibition; higher % means a stronger effect. inhibition, % at 25 µM, or IC50 in µM where a hit was titrated. hit rate 0.39% among 320,000; in the data active means a potency from the dose series; inconclusive means inhibition mostly from about 82% at the one dose, without a potency; inactive means the rest, 99 in 100 with inhibition below about 76%;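 further: plate controls were DMSO cells for no effect and high antibiotic wells for full effect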
* = called active by the depositor; i = inactive; ? = inconclusive; / = not tested or not shown.

SMILES	VEEV TC-83 Vero	influenza NS1A	H37Rv inhibition	PhoP GFP inhibition	M. tuberculosis
CCCCC1(C(=O)OCC)NC(c2ccc(O)cc2)C2C(=O)N(c3ccccc3)C(=O)C21 (stereo not drawn)	0.7%	0%	-1%	-4%	2%
COc1cc(CN2CCCCC2C(=O)Nc2ccc(Oc3ccccc3)nc2)ccc1O (stereo not drawn)	0.7%	-2%	7%	-9%	-1%
CCOC(=O)c1cc(C(C)(C)C)nc(SC)c1C#N	1.8%	-5%	7%	7%	58%
O=C(NCc1ccco1)C(c1ccncc1)N(C(=O)Cc1cccs1)c1ccccc1 (stereo not drawn)	7.3%	-9%	-2%	-4%	-6%
COc1ccccc1NC(=O)c1ccc(NC(=O)CN(C)Cc2ccccc2F)cc1	9.2%	-2%	?	-6%	44%
O=C(Nc1ccccc1C(=O)O)c1cccc(F)c1	i	3%	10%	20%	44%
Cc1ccc(C(C)(C)C)cc1S(=O)(=O)Nc1cccc(S(=O)(=O)NC2=NCCC2)c1	i	3%	-6%	-5%	-3%
O=C(Nc1ccc2nc3n(c(=O)c2c1)CCCCC3)c1cc([N+](=O)[O-])ccc1F	?	-2%	?	-6%	74%
COc1ccc(S(=O)(=O)N(C)CC(=O)NCc2ccco2)cc1	i	-12%	2%	-6%	6%
O=c1c2ccccc2nc(N/N=C/c2ccc(O)cc2)n1O	?	21%	8%	10%	28%
CCC(=O)N1CCc2cc(S(=O)(=O)CCC(=O)N(C)c3ccc(OC)cc3OC)ccc21	0.4%	7%	-5%	-6%	6%
COC1=CC=C2[C@H]3Cc4ccc(OC)c5c4[C@@]2(CCN3C)C1O5 (stereo partly drawn)	0.2%	-16%	-3%	/	-7%
CCOc1ccc(/C=N/NC(=O)c2nnn(-c3nonc3N)c2-c2ccc(OCC)cc2)cc1	1.0%	0%	1%	-8%	-5%
CC(C)(C)c1ccc(/C=N/NC(=O)C2CCCC2)cc1	2.4%	0%	-6%	1%	21%
CCN(CC(=O)Nc1ccc2c(c1)OCCO2)C(=O)c1cc(Cl)nc2ccccc12	1.0%	1%	2%	/	-7%
O=C(NCCN1C(=O)S/C(=C\c2cccs2)C1=O)c1ccco1	1.5%	-5%	6%	-1%	38%
O=C(C1CCC1)N1CCN(c2cccc(C(F)(F)F)c2)CC1	0.5%	20%	-5%	3%	62%
Cc1ccc(F)cc1NC(=O)Cc1ncc(C(F)(F)F)cc1Cl	2.8%	1%	-2%	-4%	0%
O=C(C1CCN(CCCc2ccccc2)CC1)N(CCc1ccccc1)Cc1ccccc1	i	4%	28%	-6%	66%
CCOC(=O)c1c(NC(=O)c2ccc(N3C(=O)[C@@H]4[C@H](C3=O)[C@H]3C=C[C@@H]4C3)cc2)sc2c1CC(C)CC2 (stereo partly drawn)	0.8%	7%	13%	-2%	36%
CCCCc1nc(N2CCOCC2)c(C#N)c2c1COC(C)(C)C2	9.8%	0%	10%	-5%	27%
COC(=O)C1=C(CS(=O)(=O)c2ccccc2)NC(=O)NC1c1ccc(OC)c(OC)c1 (stereo not drawn)	0.7%	4%	-3%	0%	-7%
CCOC(=O)CNC1CC(=O)N(c2ccc(Br)cc2)C1=O (stereo not drawn)	0.6%	-1%	-8%	-4%	12%
CC/C(=N/Nc1ccccc1)c1cnnc(-c2ccccc2)n1	i	-7%	-1%	2%	-5%
Nc1cccc(NP(=O)(c2ccccc2)c2ccccc2)c1	1.6%	-21%	-4%	4%	-12%
Carrying on:
SMILES	VEEV TC-83 Vero	influenza NS1A	H37Rv inhibition	PhoP GFP inhibition	M. tuberculosis
Nc1c(-c2cccc(Cl)c2)cnn1-c1ccccc1	i	-7%	5%	-11%	1%
CCCc1nnc(NC(=O)CCC(=O)N2CCN(Cc3cc(F)ccc3OC)CC2)s1	i	-1%	-4%	4%	11%
COc1cccc(/C=C/C(=O)Oc2ccc(C(=O)c3ccc(F)cc3)cc2)c1	0.8%	-6%	35%	-3%	21%
CCC1(C)CN=C(c2ccccc2)NC1 (stereo not drawn)	5.1%	10%	/	/	/
COC(CNC(=O)c1cnn2c(C)c(Cc3ccccc3)c(C)nc12)OC	5.9%	-6%	-4%	2%	4%
Cc1cc(-c2c(C)[nH]n(-c3ccc(Cl)cc3)c2=O)n(-c2ccccc2)n1	3.5%	2%	-8%	-7%	9%
O=S(=O)(NCCNS(=O)(=O)c1c(F)cccc1F)c1ccc2c(c1)OCCO2	0.4%	-1%	3%	/	3%
CCOC(=O)N1CCN(C(=O)c2cn(CC)c3cc(N4CCN(C)CC4)c(F)cc3c2=O)CC1	/	/	-4%	3.4µM*	6%
COc1cc2ccccc2cc1C(=O)Nc1ccc(N2CCN(C(=O)C(C)C)CC2)cc1	9.2%	1%	-1%	-14%	7%
COc1ccc(CN2CCc3ccccc3C2)c(OC)c1	i	1%	-1%	8%	-8%
Cc1nc2ncnn2c(N2CCN(C(=O)c3cccc(F)c3)CC2)c1Cc1ccccc1	1.9%	4%	-7%	-12%	11%
CCCCc1c(O)nc(SCC(=O)c2ccccc2)n(-c2ccccc2C)c1=O	4.5%	23%	6%	12%	30%
O=C(COc1ccccc1Cl)NC1CC1	0.7%	-10%	3%	-8%	-5%
Cc1c(C(=O)NCCN2CCOC2=O)oc2c(F)cccc12	4.0%	-12%	5%	1%	-2%
CCOC(=O)c1ccc(N2C(=O)CC(N3CCC(O)(c4ccc(Br)cc4)CC3)C2=O)cc1 (stereo not drawn)	0.6%	-2%	-8%	6%	-11%
COc1ccc(-c2nc(C)sc2C)cc1	0.5%	-9%	1%	-8%	23%
S=C(NCc1ccc(Cl)c(Cl)c1)NCc1ccco1	2.2%	-9%	-5%	0%	?
Cn1c(=O)c2c(ncn2CC(=O)OCC(=O)NCc2ccccc2Cl)n(C)c1=O	0.1%	21%	-8%	0%	-17%
COc1cccc(-c2nnc(-c3ccc4ccccc4c3)o2)c1	2.8%	-23%	/	/	/
COCCN(C(=O)CSc1nc2ccccc2s1)c1c(N)n(Cc2ccccc2)c(=O)[nH]c1=O	9.5%	-5%	/	/	/
CCn1c(SCC(=O)Nc2ccc(S(N)(=O)=O)cc2)nnc1-c1cccc(OC)c1	2.4%	1%	-7%	-4%	0%
O=C(C1CCC1)N1CCc2cc(S(=O)(=O)NCCN3CCN(c4ccccc4F)CC3)ccc21	i	10%	5%	-8%	50%
Cc1cc(C(F)F)n2nc(C(=O)Nc3ccccc3Br)nc2n1	2.5%	-6%	3%	7%	7%
COc1ccc(CC(=O)NNC(=O)c2ccc(Br)s2)cc1OC	1.2%	-18%	5%	/	2%
CC(CNC(=O)C1CCCCC1C(=O)O)c1ccccc1 (stereo not drawn)	i	2%	-2%	-6%	12%
Continuation.
SMILES	VEEV TC-83 Vero	influenza NS1A	H37Rv inhibition	PhoP GFP inhibition	M. tuberculosis
O=C(CSc1nnc(NC2CCCCC2)s1)Nc1ccc(N2CCOCC2)cc1	3.3%	3%	-8%	-3%	46%
COc1cc(-c2cc(C(=O)OCC(=O)NC3CC3)c3ccccc3n2)cc(OC)c1OC	12%	-4%	3%	/	15%
COc1ccccc1N1CCN(C(=O)N2CCOCC2)CC1	i	-8%	-14%	0%	0%
O=C(NCc1ccc2c(c1)OCO2)c1cc(-c2ccccc2)c(N2CCOCC2)s1	5.3%	-5%	4%	2%	6%
CN(C)CCN(Cc1ccccc1)S(=O)(=O)c1csc(C(N)=O)c1	1.0%	0%	2%	-7%	1%
CCOc1ccccc1/C=c1\sc2ncnn2c1=O	2.5%	10%	3%	-7%	73%
Oc1c(Br)cc(C2N=C(c3ccccc3)NO2)cc1Br (stereo not drawn)	0.1%	-7%	-5%	-2%	58%
C=Cn1ccnc1P(=S)(c1ccccc1)c1nccn1C=C	0.2%	9%	-6%	-1%	-1%
CC(C)(C)C(=O)c1cn(CC(=O)NCc2ccco2)c2ccccc12	1.0%	-7%	-3%	3%	3%
O=C(O)C(Cc1ccccc1[N+](=O)[O-])N1C(=O)c2ccccc2C1=O (stereo not drawn)	8.4%	1%	/	/	/
CCc1ccc(N(C(=O)CCC(=O)Nc2cc(C)on2)C(C(=O)NC(C)(C)C)c2ccc(OC)cc2)cc1 (stereo not drawn)	i	12%	17%	-2%	2%
CCn1cc(CNC(=O)c2cc(-c3ccccc3OC)nc3ccccc23)c(C)n1	3.0%	-2%	1%	4%	12%
CCS(=O)(=O)c1ccc2oc(Nc3cc(C)cc(C)c3)nc2c1	i	4%	55%	-2%	34%
COc1cc(CC(NC(C)=O)C(=O)NC2CCN(C(=O)c3cc(OC)c(OC)c(OC)c3)CC2)cc(OC)c1 (stereo not drawn)	1.8%	2%	-6%	-10%	3%
CCN1CCN(C(=O)C2CCN(Cc3nc(-c4cccc(Cl)c4)oc3C)CC2)CC1	>25µM*	4%	0%	13%	15%
COc1ccc(-n2nc(C(=O)NCC(=O)N3CCCC3)c3ccccc3c2=O)c(OC)c1	i	-10%	-2%	4%	-1%
CN(CC(=O)NNC(=O)CNC(=O)c1ccccc1Cl)S(=O)(=O)c1ccc(Cl)cc1	0.2%	-2%	-1%	3%	-8%
COc1ccc(OCCOCCOc2ccc(C)cc2[N+](=O)[O-])cc1	i	10%	-23%	-8%	77%
O=C(Oc1cccc(N2C(=O)C3C4c5ccccc5C(c5ccccc54)C3C2=O)c1)c1ccco1 (stereo not drawn)	0.2%	-1%	9%	-9%	46%
Cc1ccc(NC(=S)N2CCCC(CO)C2)c(C)c1 (stereo not drawn)	i	-3%	-4%	-2%	-9%
CS(=O)(=O)N(CC(=O)Nc1ccccc1C(=O)N1CCOCC1)c1ccc(F)c(Cl)c1	1.0%	-1%	10%	-3%	7%
COc1ccc(CC(=O)OCC(=O)N2CCCc3ccccc32)cc1OC	i	-5%	0%	6%	12%
COc1ccc(C2=CSC3=NCCN23)cc1Br	i	/	-10%	20%	13%
NC(=O)c1ccc(OCC2CCCO2)cc1 (stereo not drawn)	0.1%	-4%	-4%	12%	-9%
CCOC(=O)c1cnc(SC)nc1NCCOC	0.4%	10%	1%	1%	7%
(list continues)
SMILES	VEEV TC-83 Vero	influenza NS1A	H37Rv inhibition	PhoP GFP inhibition	M. tuberculosis
COc1ccc(-n2nc(C(=O)NCC(=O)NCc3ccco3)c3ccccc3c2=O)cc1Cl	1.4%	-5%	-10%	-6%	6%
CCOc1cc(C(=O)Nc2ncccn2)cc(OCC)c1OCC	1.1%	-4%	-1%	-10%	8%
CCOc1cc(OCC)nc(S(C)(=O)=O)n1	1.4%	3%	-5%	6%	1%
CC1CN(Cc2nc3c(c(=O)n(C)c(=O)n3C)n2Cc2cccc(Cl)c2)CC(C)O1 (stereo not drawn)	3.0%	3%	3%	3%	14%
Cc1ccc(NC2SC(=O)N(Cc3cccc(C(=O)O)c3)C2=O)cc1 (stereo not drawn)	1.2%	7%	-1%	-6%	-7%
CCCC(C)C1c2c(c(C)c(C)oc2=O)Oc2c(C)c(C)oc(=O)c21 (stereo not drawn)	0.3%	-2%	-9%	/	/
COc1ccc(S(=O)(=O)N2CCOC23CCN(S(=O)(=O)c2ccc(Cl)cc2)CC3)cc1	1.8%	-15%	-1%	0%	15%
COC(=O)c1ccc(NC(=O)CSc2nnc(COc3ccc4c(c3)CCCC4)o2)cc1	i	0%	3%	3%	28%
CCCC1C2C(=O)N(c3ccccc3)C(=O)C2ON1c1ccccc1 (stereo not drawn)	0.9%	6%	0%	7%	-3%
Cc1cc(NC(=O)CN2C(=O)N(C)C3(CCCCC3)C2=O)ccc1Br	3.6%	0%	-8%	/	23%
